ssDAF-12 act = activators of S. stercoralis DAF-12 nuclear receptor; HEK293 ssDAF-12/GRIP1 lit1-tk-luc reporter, luminescence; % of 3 µM dafachronic acid response; AID 652126; hit rate 1% among 370,000; activation, % at 6.8 µM;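 active = activation above the mean over all tested compounds plus 3 SD, cut at about 0.9% in these data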;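 note: 0% = DMSO-only wells and 100% = 3 µM delta7-dafachronic acid wells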
DAX1 inh-1 = blocks DAX1 repression of SF-1 activated StAR promoter; hit rate 1.1% among 370,000; HEK293T StAR-luciferase reporter, SF-1/DAX-1 repression relief; AID 652010; inhibition, % at 6.8 µM;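 active = inhibition above the mean over all tested compounds plus 3 SD, cut at about 3.6% in these data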;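 note: 0% = DAX-1 cells with DMSO and 100% = cells lacking DAX-1 with DMSO; higher inhibition means more luminescence from relief of DAX-1 repression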
hcDAF-12 act = H. contortus DAF-12 activation, primary screen | activation, % at 6.8 µM | HEK293 hcDAF-12 lit1-tk-luc reporter, luminescence; 0% DMSO, 100% Δ7-dafachronic acid | hit rate 1.4% among 370,000;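 active = activation above the mean of all tested compounds plus 3 SD, cut at about 5.5% in these data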;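 note: 100% = response to 3 µM Δ7-dafachronic acid high control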
HGIII-sPLA2 inh = Blocks human group III sPLA2 activity. Q9NZ20. QFRET BODIPY PC-A2 liposome hydrolysis, fluorescence. hit rate 0.56% among 370,000. inhibition, % at 12.2 µM;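 active = inhibition above mean plus 3 SD of compounds lying within the high and low control bounds, cut at about 19% in these data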;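 note: 0% = median of test compound wells and 100% = no enzyme DMSO wells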
Target sequence (Q9NZ20 whole entry, looked up): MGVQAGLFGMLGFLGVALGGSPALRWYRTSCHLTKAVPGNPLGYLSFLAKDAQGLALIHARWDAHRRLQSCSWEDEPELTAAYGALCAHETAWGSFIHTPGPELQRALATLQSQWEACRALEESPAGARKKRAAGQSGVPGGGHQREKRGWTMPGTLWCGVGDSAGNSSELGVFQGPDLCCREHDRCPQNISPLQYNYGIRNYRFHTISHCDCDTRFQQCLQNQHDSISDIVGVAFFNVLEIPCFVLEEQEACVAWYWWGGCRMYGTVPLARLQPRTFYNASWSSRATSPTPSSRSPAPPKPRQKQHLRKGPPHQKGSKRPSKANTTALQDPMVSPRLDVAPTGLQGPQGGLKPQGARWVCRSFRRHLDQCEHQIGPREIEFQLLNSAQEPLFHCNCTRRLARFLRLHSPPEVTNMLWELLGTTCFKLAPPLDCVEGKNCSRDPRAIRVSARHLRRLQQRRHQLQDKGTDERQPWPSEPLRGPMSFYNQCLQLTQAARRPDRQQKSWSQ
NR1D1 modulator = modulates human Rev-erb alpha binding to DNA. hit rate 0.79% among 370,000. P20393. Rev-erbα–FITC-DNA binding, fluorescence polarization, 90 min. AID 1259318. activity, % at 10 µM;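 active = activity above about 14%, limit read from the data; passing the limit was not always enough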;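 note: 0% = DMSO wells with 35 nM protein and 100% = DMSO wells with 750 nM protein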
Target sequence (P20393 whole entry, looked up): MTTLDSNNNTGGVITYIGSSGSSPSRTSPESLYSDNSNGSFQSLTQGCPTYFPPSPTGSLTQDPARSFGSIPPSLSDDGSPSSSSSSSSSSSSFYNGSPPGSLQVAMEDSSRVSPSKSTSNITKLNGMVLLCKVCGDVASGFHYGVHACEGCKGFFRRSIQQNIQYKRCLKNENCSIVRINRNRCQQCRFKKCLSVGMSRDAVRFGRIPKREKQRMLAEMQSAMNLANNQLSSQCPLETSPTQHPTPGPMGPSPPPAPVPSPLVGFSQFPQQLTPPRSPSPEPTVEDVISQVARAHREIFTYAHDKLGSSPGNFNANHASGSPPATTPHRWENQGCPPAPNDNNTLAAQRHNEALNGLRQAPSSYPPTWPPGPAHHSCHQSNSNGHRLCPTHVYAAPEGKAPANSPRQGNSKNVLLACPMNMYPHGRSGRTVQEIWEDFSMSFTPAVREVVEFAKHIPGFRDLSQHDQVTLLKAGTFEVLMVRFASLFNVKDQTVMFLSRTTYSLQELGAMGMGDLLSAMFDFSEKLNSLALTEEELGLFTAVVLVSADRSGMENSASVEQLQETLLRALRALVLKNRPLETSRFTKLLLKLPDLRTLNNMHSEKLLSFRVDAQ
SMARCA2 activ = increases SMARCA2 function in MMTV reporter cells; MG213 cells, MMTV-luciferase reporter, dexamethasone, overnight; activation, % at 9.1 µM; hit rate 1% among 370,000; in the data active = activation above about 7.8%;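 note: 0% = vehicle wells and 100% = reference activator wells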
DAX1 inh-2 = NR0B1 (DAX1) inhibition | P51843 | HEK293 Gal4-DAX1 luciferase reporter, luminescence | inhibition, % at 6.75 µM | hit rate 0.99% among 340,000 | AID 504766;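 active = inhibition above the mean over all tested compounds plus 3 SD, cut at about 4.2% in these data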;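 note: 0% = DAX1-transfected cells with DMSO and 100% = empty-vector control cells with DMSO; inhibition shows as a rise in luminescence from relieved DAX1 repression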
PG9 Ab binder = small molecules binding HIV-1 gp120 antibody PG9; TR-FRET gp120-PG9 antibody binding; inhibition, % at 6.7 µM; AID 624416; hit rate 0.43% among 360,000; in the data active = inhibition above about 8.5%
hgDAF12 agonist = hgDAF-12 agonism, primary luciferase screen; HEK293 GAL4-hgDAF12 UAS-luciferase reporter, agonist luminescence; normalized to butyrate control; activation, % at 6.8 µM; hit rate 1.8% among 370,000; AID 687014;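 active = activation above a cutoff set at the mean of all screened compounds plus 3 SD, cut at about 10% in these data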;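 note: 0% = DMSO wells and 100% = sodium butyrate wells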
PLCb3 inh = PLC-beta3 (human) inhibition, primary screen | inhibition, % at 12.2 µM | Q01970 | hit rate 0.18% among 370,000 | Purified PLC-beta3, fluorogenic substrate, fluorescence; in the data active = inhibition above about 11%;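 note: 0% = median of compound wells on plate and 100% = full blocker control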
FXN GAA850 act = frataxin GAA850 promoter activation; activation, % at 6 µM; HEK293 lucGAA850 FXN promoter luciferase reporter, 24 h; percent of 10 µM SAHA response; hit rate 0.56% among 360,000; AID 540364;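 active = activation above the average of all compounds screened plus 3 SD, cutoff fixed separately per campaign, cut at about 7.5% in these data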;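 note: 0% = DMSO wells and 100% = 10 µM SAHA wells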
An asterisk follows results filed as active; · = not tested or not shown.

SMILES	ssDAF-12 act	DAX1 inh-1	hcDAF-12 act	HGIII-sPLA2 inh	NR1D1 modulator	SMARCA2 activ	DAX1 inh-2	PG9 Ab binder	hgDAF12 agonist	PLCb3 inh	FXN GAA850 act
O=C(CCNS(=O)(=O)c1ccc(Br)cc1)NCc1ccc(Cl)cc1	-0.4	-0.2	-0.8	-18	4	-1	0.1	-0.8	0.1	-8	0.1
O=c1ccn(C2CCCCC2)c(=O)[nH]1	-1.2	-0.7	-2.0	7	-6	0	·	0.7	2.5	6	2.1
C/C(N)=C(/C#N)C(=O)COC(=O)C1CCN(S(=O)(=O)c2cccs2)CC1	-0.7	0.4	-0.7	-1	-1	3	-0.8	-1.5	-1.8	2	-1.1
Cn1c(Cn2c(=O)sc3ccccc32)nnc1SCC(=O)N1CCCCCC1	-1.4	0.0	0.2	4	-1	-1	3.1	-0.8	-1.0	5	0.1
CC(C)c1cc(=O)[nH]c(N2CCN(Cc3ccc4c(c3)OCO4)CC2)n1	-1.3	0.3	-1.1	-5	4	0	-1.0	-2.2	0.5	-10	0.2
Cc1ccc(C(=O)O/N=C/c2c(N3CCOCC3)n(C)c3ccccc23)cc1	-0.9	-2.1	0.9	5	1	-3	-1.7	-3.9	5.4	-10	1.9
Cc1cccc(N2CCN(C(=O)c3cc(S(=O)(=O)N(C)C)ccc3Cl)CC2)c1C	-2.2	·	-3.7	-11	-3	·	·	·	-1.8	1	·
COc1cccc(CN2CC(C(=O)N3CCSCC3)CCC2=O)c1 (stereo not given)	-1.2	-0.4	0.1	0	-2	0	0.2	-0.3	-1.8	6	1.4
O=C(N/N=C/c1ccc(Br)s1)c1ccncc1	-1.8	-0.2	-0.1	-3	2	-1	0.2	-1.6	1.6	-4	1.7
Cc1ccc2c(c1)NC(=O)c1cccnc1N2	-0.1	0.8	1.6	8	0	4	2.0	-4.3	7.5	2	4.9
CC(=O)N1CCN(c2ccccc2NC(=O)c2cccs2)CC1	-0.9	0.8	-2.2	-1	3	0	0.5	-2.6	0.8	-6	3.0
C[C@H]1CN([C@@H](C)CO)C(=O)CCCn2nncc2CO[C@@H]1CN(C)Cc1cccc(C(=O)O)c1	-0.5	1.2	0.3	4	0	-4	·	-2.8	3.6	1	·
CN(C(=O)c1cccs1)c1ccc(OCC(=O)Nc2ccc(C(=O)O)cc2)cc1	-0.7	0.1	-0.4	4	-2	-4	3.1	0.6	0.1	1	2.0
CCC(C)(C)n1nnnc1CN1CCN(c2ccc(OC)cc2)CC1	-1.4	-0.2	-0.7	1	-2	1	-0.1	-2.3	2.9	1	-0.8
CC(C)c1nc(NCCN2CCOCC2)c(C#N)c2c1COC(C)(C)C2	-1.4	-0.6	-2.6	-4	4	-1	-0.5	-0.2	-4.6	-4	2.6
Cc1cccnc1NC(=S)NC(=O)/C=C/c1ccco1	-0.3	1.3	0.8	-6	-3	4	2.0	-1.3	4.7	-36	1.0
C=CC(=O)N1C/C(=C/c2ccc(Cl)cc2)C(=O)/C(=C\c2ccc(Cl)cc2)C1	-2.6	-12	-5.9	-5	-3	-8	-5.7	-2.1	-14	-2	-15
CC(Sc1cccc2cccc(C(=O)O)c12)C(=O)O (stereo not given)	-1.1	-0.1	0.2	2	0	0	-0.1	0.3	0.5	1	0.5
CC(C)(O)c1[nH]c2cc(C(F)(F)F)ccc2c1C(C)(C)O	-0.4	-0.6	1.0	2	2	-1	-0.2	-2.6	1.9	-6	3.4
COc1ccccc1CNC(=O)COC(=O)c1cccc(-n2cnnn2)c1	-0.8	0.3	-0.8	-10	-2	5	0.6	-2.8	-0.9	-7	-0.8
Cc1cc(C(=O)CCC(=O)N2CCN(c3ccccc3)CC2)c(C)s1	-0.2	0.2	-0.2	4	5	-1	0.2	-1.2	2.4	-5	0.1
Cc1ccc(S(=O)(=O)N2CCCCC2C(=O)N2CCN(C)CC2)cc1 (stereo not given)	-1.1	-1.1	-1.3	0	-2	-1	-0.1	0.2	-0.9	3	2.1
CCN(CC)S(=O)(=O)c1ccc2c(c1)c(=O)c(C(=O)N1CCN(c3ccccn3)CC1)cn2C	-1.3	0.4	-2.7	7	1	-2	0.2	-1.9	-1.6	-1	0.0
CCN(c1cccc(C)c1)S(=O)(=O)c1ccc2c(c1)CCN2C(C)=O	-0.9	-0.6	-0.1	-8	3	0	-0.9	1.0	-1.6	0	-2.7
CCOC(=O)c1ccc(N2CCCCC2)c(NS(=O)(=O)c2cccc(C(F)(F)F)c2)c1	-1.8	0.5	-1.8	-12	-4	-3	0.4	0.4	1.4	-9	2.3
CCCN(CCC)Cc1cc(=O)oc2cc(C)cc(C)c12	-0.4	-1.6	-0.9	-8	5	-3	·	-0.5	0.2	1	·
O=C(O)CSc1nc2ccccc2n1C1CCCCC1	-1.3	-1.1	-0.7	-4	2	1	-0.6	-0.4	-1.7	-5	1.8
COc1cc(C)c(CNC2CCCCC2)cc1C	-1.8	0.5	0.6	6	6	-4	-0.8	-0.6	2.9	3	0.9
Cc1cc(C(=O)N/N=C/c2ccc(O)c([N+](=O)[O-])c2)c(C)n1-c1ccc(F)cc1	-1.7	1.2	-1.1	4	-13	1	0.6	1.4	-0.7	0	3.4
O=C(c1cnc2ccccn2c1=O)N1CCc2ccccc21	-0.8	1.0	3.5	4	-1	-2	0.5	-1.4	1.3	4	1.2
CCn1c(Sc2ccc(N)cc2Cl)nc2ccccc21	-2.0	-0.7	-1.8	-7	1	0	-0.1	0.9	-0.2	-3	-0.1
COc1ccc(-c2cc(-c3ccccc3)c(C#N)c(S(C)(=O)=O)n2)cc1	-0.4	0.1	-0.3	6	3	6	0.8	-1.8	-0.4	-31	2.7
Fc1cccc(CNc2ncnc3ccc(-c4ccc5c(c4)OCO5)cc23)c1	-1.4	-1.6	-2.5	-6	-1	-3	-2.2	-3.6	-6.6	-212	-0.2
Cc1ccc(S(=O)(=O)Nc2ccc(-n3cnnn3)cc2)c(C)c1	-0.5	-0.9	-0.7	2	-9	-3	0.5	-1.2	-0.4	-6	0.9
CCOC(=O)c1csc(CCNC(=O)c2oc3c(Cl)cc(C)cc3c2C)n1	-0.7	-0.6	0.0	0	0	7	2.5	-1.7	2.0	-3	3.6
CCCCNC(=O)C(NS(=O)(=O)c1cccc2nsnc12)c1ccccc1 (stereo not given)	-0.9	0.0	-1.7	4	-5	-2	1.7	7.1	-2.3	2	0.2
O=C(NC1CCCC1)C(c1ccsc1)N(C(=O)Cc1cccs1)c1ccccc1 (stereo not given)	-1.1	0.8	3.3	-1	2	-5	2.8	-2.2	0.7	6	3.7
COc1ccccc1OCC(=O)OCC(=O)NCCN1C(=O)CSC1=O	-1.6	0.3	-0.4	3	-3	-1	1.4	1.5	2.1	-2	2.1
COc1ccc(NC(=O)CN2C(=O)C(=O)N(C3CCCC3)C2=O)c(OC)c1	-0.7	0.6	-0.6	4	6	1	-0.1	-0.8	2.7	-4	-0.6
COc1ccc(C(=O)CSc2nnc(CNc3ccc(F)cc3)o2)cc1	-1.4	-0.8	-1.6	-30	-2	-1	-1.2	0.5	-1.9	0	2.0
COCCn1c(SCC(=O)Nc2cccc(C)c2)nnc1C(C)C	-0.9	-1.0	-1.3	4	2	-1	-0.6	1.4	-0.1	1	-0.1
CCC(=O)N(Cc1ccco1)c1nc(-c2ccccc2)cs1	-1.4	-0.6	0.3	6	1	-2	0.6	-0.3	-1.2	-1	5.0
OCCC1CN(Cc2cccs2)CCN1Cc1ccccc1 (stereo not given)	-1.0	-0.4	-1.5	-2	2	1	-0.5	-2.4	-0.8	4	1.9
O=C(O)COc1ccccc1/C=C1\SC(=S)N(c2cccnc2)C1=O	-1.5	0.5	-0.2	-1	-6	4	·	-4.0	-0.2	-7	·
Nc1ccccc1Oc1c(F)c(F)c(Oc2ccccc2N)c(F)c1F	-1.5	-0.7	-1.1	-22	-2	-2	-0.4	-1.7	0.4	5	1.2

In the list so far, 2 have bromine:
SMILES	ssDAF-12 act	DAX1 inh-1	hcDAF-12 act	HGIII-sPLA2 inh	NR1D1 modulator	SMARCA2 activ	DAX1 inh-2	PG9 Ab binder	hgDAF12 agonist	PLCb3 inh	FXN GAA850 act
O=C(CCNS(=O)(=O)c1ccc(Br)cc1)NCc1ccc(Cl)cc1	-0.4	-0.2	-0.8	-18	4	-1	0.1	-0.8	0.1	-8	0.1
O=C(N/N=C/c1ccc(Br)s1)c1ccncc1	-1.8	-0.2	-0.1	-3	2	-1	0.2	-1.6	1.6	-4	1.7

Continued.
SMILES	ssDAF-12 act	DAX1 inh-1	hcDAF-12 act	HGIII-sPLA2 inh	NR1D1 modulator	SMARCA2 activ	DAX1 inh-2	PG9 Ab binder	hgDAF12 agonist	PLCb3 inh	FXN GAA850 act
COc1ccc(OC)c(C2c3[nH]c4ccccc4c3C[C@H]3C(=O)N(C4CC4)CC(=O)N23)c1 (stereo not given in full)	0.3	0.2	5.8*	2	3	4	-0.2	-0.9	1.9	-7	0.3
OC1Cc2ccccc2C1Nc1cccc(C(F)(F)F)c1 (stereo not given)	-0.2	-1.7	0.7	4	3	-3	-0.7	0.0	2.1	-1	1.2
CC1(Cc2ccccc2Cl)C(=O)Nc2c(Cl)ccc(Cl)c21 (stereo not given)	-1.8	-0.4	-1.3	-9	7	1	·	0.4	-2.3	-5	0.0
CSCCC(NS(=O)(=O)c1ccc2c(c1)oc(=O)n2C)C(=O)NC1CCCCC1 (stereo not given)	-0.8	0.2	-0.4	0	-1	1	0.3	0.9	-1.6	2	-1.9
CCc1ccc(OCCNC(=O)OCc2ccccc2)cc1	-1.6	0.2	-0.4	6	7	-1	0.9	0.6	5.9	3	0.8
Cn1c(=O)cc(OCCCC(=O)Nc2ccccn2)c2ccccc21	-0.4	0.7	1.2	-4	-3	-1	3.0	2.0	0.8	-2	-1.0
CCCCNC(=O)CNC(=S)N(Cc1ccccc1)Cc1cccs1	-1.3	-0.6	-2.6	-14	5	-4	-0.7	0.7	1.2	-3	-0.7
N#Cc1c2n(c(=S)n(-c3ccc(F)cc3)c1=O)CCCCC2	-1.0	-0.3	-1.0	9	-1	-3	-1.1	-1.5	-1.6	-3	3.2
CCCCCCCCc1nnc(N)s1	-2.2	-0.4	1.7	-1	0	1	·	-2.0	0.1	-47	0.0
CCC(C)C(=O)C(=O)N1CCC(n2nccc2NC(=O)CCOc2ccccc2)CC1 (stereo not given)	-0.8	1.3	0.7	-4	5	-2	0.4	0.1	3.5	0	2.5
Cc1c(Cl)cccc1NC(=O)CSc1nncn1-c1cccnc1	-0.5	0.3	0.8	9	-4	-2	2.7	0.2	-1.5	-6	0.1
O=C(N/N=C/c1cc(Cl)cc([N+](=O)[O-])c1O)c1ccc2c(c1)OCO2	-1.4	0.4	-1.9	19	12	-1	0.3	-1.6	1.0	-7	2.3

Entries of single compounds from above. Values in the order: ssDAF-12 act, DAX1 inh-1, hcDAF-12 act, HGIII-sPLA2 inh, NR1D1 modulator, SMARCA2 activ, DAX1 inh-2, PG9 Ab binder, hgDAF12 agonist, PLCb3 inh, FXN GAA850 act
Listed for `CCC(C)(C)n1nnnc1CN1CCN(c2ccc(OC)cc2)CC1` → -1.4, -0.2, -0.7, 1, -2, 1, -0.1, -2.3, 2.9, 1, -0.8
Listed for `COc1ccc(C(=O)CSc2nnc(CNc3ccc(F)cc3)o2)cc1` → -1.4, -0.8, -1.6, -30, -2, -1, -1.2, 0.5, -1.9, 0, 2.0

Screening data (PubChem)
